Screening results deposited in PubChem by National Center for Advancing Translational Sciences (NCATS).
TbPYK inhibitor: qHTS of Trypanosoma Brucei Inhibitors. AID 624173, 2012. Potency, µM (highest dose often 76.8 µM), for the others: at the top dose activity, negative = inhibition, usual class: inhibitors. TbPYK enzyme, Kinase-Glo Plus ATP luminescence, 45 min. 410,000 tested, 0.12% active. pyruvate kinase (Trypanosoma brucei), Q57TT1; active = well fitted inhibition curve with a large enough effect; inconclusive = small, poorly fitted or top-dose-only effect; note: nearly all actives have a fitted effect of over 50% in size
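Readout: single end-point luminescence (Kinase-Glo Plus, 10 min). Reaction conditions were TbPYK/substrate plus 130 uM ADP, 45 min at RT, pH 7.2 TEA buffer. No-enzyme wells served as controls, and data were normalized before concentration-response fitting.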
* hit, by the source's call; ? = inconclusive; [ ] = remark or other dose. % is set by controls: 0 for no effect and ±100 for the full control effect; potency is the fitted concentration of half-maximal effect. Only part of the results is shown; count on the stated rates, not on these rows.

A first look (four entries):
entry	smiles	TbPYK inhibitor
1	Cc1[nH]n(-c2ccccc2)c(=O)c1C(c1cc(Cl)ccc1O)c1c(C)[nH]n(-c2ccccc2)c1=O	0%
2	COc1cc(NC(=O)CCc2c(C)noc2C)c(C(=O)O)cc1OC	3%
3	Cc1ccc(C)c(NC(=O)C(C)n2c(=O)cc(C(F)(F)F)c3c(C)nn(C)c32)c1 (stereo unspecified)	0%
4	O=C(CCn1c(=O)c2sccc2n(Cc2ccccc2F)c1=O)NCc1ccc2c(c1)OCO2	-4%

The list itself, from the start:
entry	smiles	TbPYK inhibitor
1	Cc1[nH]n(-c2ccccc2)c(=O)c1C(c1cc(Cl)ccc1O)c1c(C)[nH]n(-c2ccccc2)c1=O	0%
2	COc1cc(NC(=O)CCc2c(C)noc2C)c(C(=O)O)cc1OC	3%
3	Cc1ccc(C)c(NC(=O)C(C)n2c(=O)cc(C(F)(F)F)c3c(C)nn(C)c32)c1 (stereo unspecified)	0%
4	O=C(CCn1c(=O)c2sccc2n(Cc2ccccc2F)c1=O)NCc1ccc2c(c1)OCO2	-4%
5	CCCCN(C(=O)COc1ccc(F)cc1)c1c(N)n(CC(C)C)c(=O)[nH]c1=O	-1%
6	c1ccc(-c2nn3c(-c4ccccc4)nnc3o2)cc1	-2%
7	O=C(NCc1ccncc1)C1Cc2c(-c3ccc(Cl)cc3)ccnc2O1 (stereo unspecified)	-1%
8	COc1ccc([C@H]2C[C@H](O)[C@@H](n3cc(C4CC4)nn3)CN2C(=O)c2cccs2)cc1	6%
9	O=C(CCSCc1cccc(Cl)c1)NCc1ccc(F)cc1Cl	-2%
10	CCCNC(=O)C1(C)CCCN(Cc2noc(-c3c(C)noc3C)n2)C1 (stereo unspecified)	-1%
11	Cc1ccc(F)c(S(=O)(=O)NC(=O)C2(C)CCN2C(=O)Cc2ccc(Cl)cc2Cl)c1 (stereo unspecified)	0%
12	Cc1ccc(OCCCCn2nnc3sc4c(c3c2=O)CCCC4)cc1	3%
13	CCOC(=O)c1c(-c2ccccc2)oc2ccc(NS(=O)(=O)c3cc(C)c(C)cc3C)cc12	-2%
14	Cc1ccc(-n2nc(C(=O)NCc3ccc(F)cc3Cl)c3c4ccccc4n(C)c3c2=O)cc1	4%
15	O=C1c2ccccc2CCC12OC2c1ccc([N+](=O)[O-])cc1 (stereo unspecified)	0%
16	CCOc1ccc(Nc2nn(-c3ccc(OC(F)(F)F)cc3)nc2C(C)=O)cc1	-13%
17	CCC(Oc1ccccc1)C(=O)Nc1ccc(O)c(-c2nc3cc(C)ccc3o2)c1 (stereo unspecified)	-3%
18	CNc1ncnc2c1ncn2[C@H]1CN(Cc2ccc(Cl)cc2)C[C@@H](CO)O1	5%
19	COc1cc2cc(C(=O)NCCc3c[nH]c4ccccc34)c(N)nc2cc1OC	2%
20	Cc1cccc(NC(=O)C(NS(=O)(=O)c2ccc3c(c2)oc(=O)n3C)C(C)C)c1 (stereo unspecified)	-4%
21	COc1ccc(CNC(=O)c2ccc3nc(C)c(N(C)Cc4ccc(NC(C)=O)cc4)n3c2)cc1	-4%
22	COCCCNC(=O)c1nn(-c2ccc(C)cc2)c(=O)n(C)c1=O	-11%
23	COc1ccc(-n2nnc(-c3nsc(NC(=O)c4ccc(C)c(C)c4)n3)c2C)cc1Cl	6%
24	CCc1ccc(-c2nc3cc(NC(=O)c4ccc(F)cc4)ccc3o2)cc1	1%
25	O=C(Nc1ccc(F)c(Cl)c1)c1cc(C2CCCN(C(=O)C3CC3)C2)on1 (stereo unspecified)	-3%
26	Cc1ccc(-n2ncc(C(=O)N3CCN(Cc4ccccc4)CC3)c2C2CCN(C(=O)OC(C)(C)C)CC2)cc1	9%[15.4 µM]
27	O=C(NCc1cccnc1)C1CCN(Cc2cc3ccccc3n2Cc2cccc(Cl)c2)CC1	4%
28	COc1cc(-c2cnc3c(NC=O)cc(-c4ccc(S(C)(=O)=O)cc4)cn23)cc(OC)c1OC	-6%
29	CCOC(=O)c1cc(-c2ccc(C)cc2)n(CC(=O)Nc2ccc(OC)cc2OC)c1C	1%
30	O=C(CCNS(=O)(=O)c1cccc2nonc12)Nc1ccc(F)cc1	-6%
31	COC(=O)c1ccccc1S(=O)(=O)N1CCC(C(=O)NCc2ccccn2)CC1	-9%
32	O=C(NN=Cc1ccc2c(c1)CCC2)c1ccccc1[N+](=O)[O-]	1%
33	CCCOc1c(Cl)cc(C(=O)N(Cc2cccc(OC)c2)C2CCS(=O)(=O)C2)cc1Cl (stereo unspecified)	1%
34	OC[C@@H]1CN(Cc2ccc(-c3ccccc3)cc2)C[C@H](n2cnc3c(NCc4ccco4)ncnc32)O1	-4%
35	COc1ccc(C2C(C(=O)Nc3ccccc3)=C(C)Nc3c(C(=O)Nc4ccccc4)cnn32)cc1 (stereo unspecified)	10%
36	Cc1ccc(S(=O)(=O)c2nnn3c2nc(N2CCC(C)CC2)c2cc(Cl)ccc23)cc1C	3%
37	COC(=O)c1cc2oc3ccccc3c2n1CC(=O)Nc1ccc(N(C)C)cc1	4%
38	O=C(COc1cc(Cl)ccc1Cl)Nc1ccc(Cl)cc1C(=O)c1ccccc1	5%
39	O=C(CC1c2cc(F)ccc2C=C(c2ccsc2)N1c1ccc(C#CCCO)cc1)c1ccco1 (stereo unspecified)	-2%
40	COc1cc(OC)c(NC(=O)c2cc3c(=O)oc4ccc(C)cc4c3s2)cc1Cl	6%
41	CC1=C(C(=O)NCc2cccc(F)c2)C2(CCCCC2)OC1=O	8%
42	Cc1ccc(-c2nc3ccc(Cl)cn3c2Nc2ccc3c(c2)OCCO3)s1	-3%
43	CS(=O)(=O)N1CCC2(CC1)CN(Cc1nccs1)C2	-3%
44	O=C(Cn1nc(-c2ccccc2)nc(Cc2ccccc2)c1=O)Nc1ccccc1	-5%
45	Cc1ccc(C(=O)n2nc(C)c(S(=O)(=O)N3CCCCCC3)c2C)cc1	7%
46	O=C(Cn1nc2c(cc1=O)CCCC2)Nc1ccccc1C(F)(F)F	4%
47	CC(Sc1nc2ncc(Cl)cc2[nH]1)C(=O)Nc1ccccc1[N+](=O)[O-] (stereo unspecified)	-7%
48	Cc1ccc(NC(=O)c2sc3nc4c(cc3c2N)CN(Cc2ccccc2)CC4)cc1	-3%
49	CC(C)(C)OC(=O)N1CCC(c2c(C(=O)N3CCN(c4ccccn4)CC3)cnn2-c2ccccc2Cl)CC1	-5%[15.4 µM]
50	Cc1ccccc1CN1C(=O)C(C)N=C(c2ccccc2)c2ccccc21 (stereo unspecified)	-7%

Remaining list, next part.
entry	smiles	TbPYK inhibitor
51	Cc1ccc(-c2noc(-c3ccccc3NC(=O)C3CC(=O)N(c4ccc(C)cc4)C3)n2)cc1 (stereo unspecified)	0%
52	O=C(COCc1cc(-c2ccc(F)cc2)on1)Nc1cccc(Cl)c1Cl	0%
53	Cc1ccc(-c2nnc(Nc3ccc(Br)cc3)c3ccccc23)cc1S(=O)(=O)N1CCOCC1	3%
54	O=C(COc1ccc(Cl)cc1)Nc1nnc(S(=O)(=O)N2CCc3ccccc32)s1	-9%
55	CCOc1ccc(OCC)c(NC(=O)CCC(=O)N2CCOc3ccccc32)c1	-10%
56	COc1cccc(NC(=O)CSc2nnc(-c3cccc(OC)c3)o2)c1	2%
57	CCN(CC)CCNC(=O)CN1N=C(c2ccc(OC)cc2)CCC1=O	-2%
58	CC(=O)Nc1ccc(OCCCN2CCC(C(O)(c3ccccc3)c3ccccc3)CC2)cc1	-1%
59	NC(c1ccccc1)c1csc(Nc2ccc(C(=O)NCCO)cc2)n1 (stereo unspecified)	2%
60	COc1ccc(NC(=O)c2cc(-c3cc(C)cs3)[nH]n2)cc1OC	-1%
61	O=C(Nc1ccccc1F)c1nc[nH]c1C(=O)NCc1ccccc1	1%
62	COc1cc(C(=O)Nc2cc(C)c(O)c(-c3nc4ccccc4s3)c2)cc(OC)c1OC	6%
63	Cc1cc(Nc2cccc(Cl)c2)nc2ccc(NC(=O)c3cccnc3)cc12	-1%
64	CCCCn1nnnc1C(c1ccccc1)N1CCN(c2ccc(C(F)(F)F)cn2)CC1 (stereo unspecified)	-1%
65	COc1ccccc1-c1nnc(C2CCN(C(=O)c3cccc(C)c3)CC2)o1	-7%
66	CCN1CCN(c2csc3ccc(Cl)cc3c2=O)CC1	8%
67	CC(NC(=O)C1CCN(S(=O)(=O)c2ccc(F)cc2)CC1)c1ccccc1 (stereo unspecified)	-2%
68	CCCCNC(=O)CSc1nc2cc3c(cc2c(=O)n1Cc1ccc(C(=O)NCCc2ccc(OC)c(OC)c2)cc1)OCO3	4%
69	CCOC(=O)N1CCN(C(=O)c2ccc3c(c2)N(Cc2ccccc2F)C(=O)c2ccccc2S3(=O)=O)CC1	5%
70	CCOC(=O)[C@]12CCC=C1N(Cc1ccc(Cl)cc1Cl)C(=O)[C@H](CC(=O)NCc1ccc(C)o1)C2	-1%
71	CCN(CC)S(=O)(=O)c1ccc(N2CCCCS2(=O)=O)cc1	-2%
72	Cc1ccc(C(=O)O)cc1NC(=O)c1nsc2ccccc12	-12%
73	O=C1CS(=O)(=O)C2(C(=O)N(Cc3ccccc3)c3ccccc32)N1c1ccc(F)c(Cl)c1 (stereo unspecified)	-2%
74	CC(C)S(=O)(=O)N1CCCC(c2cc(C(=O)Nc3ccc(F)c(Cl)c3)no2)C1 (stereo unspecified)	-17%
75	C(=C\c1ccccc1)/CN1CCN(C(c2cccs2)c2nnnn2C2CCCC2)CC1 (stereo unspecified)	-8%
76	Cc1ccc(CN2C(=O)C(C)Oc3ccc(C)cc32)cc1 (stereo unspecified)	7%
77	COc1cccc(Cn2cnc3c2c(=O)n(C)c(=O)n3C)c1	1%
78	O=c1c(-c2cccs2)nc2cnc(N3CCNCC3)nc2n1-c1ccccc1	-6%
79	CCOC(=O)c1c(C)[nH]c(C)c1S(=O)(=O)N1CCC(C(=O)NCc2cccc(C)c2)CC1	4%
80	CCOC(=O)C1(C)CCN1C(=O)c1ccc(OC)c(F)c1 (stereo unspecified)	3%
81	Cc1ccc(C)c(CN2CCC(CNC(=O)c3cc4ccc5cccnc5c4[nH]3)CC2)c1	-1%
82	Cc1ccc(OCCCn2c(-c3ccc(Cl)cc3)nc3ccccc3c2=O)cc1C	0%
83	CCC(C)NC(=O)C1CCN(S(=O)(=O)c2ccc3c(c2)CCCN3C(C)=O)CC1 (stereo unspecified)	1%
84	CCOC(=O)c1c(S(=O)(=O)N2CCC(C(=O)N3CCN(c4cc(C)ccc4C)CC3)CC2)c(C)n(C)c1C	-8%
85	CC(C)C[C@H]1CN(CCCC[C@H]2CNC(=O)C(=O)N2Cc2ccccc2)C(=O)C(=O)N1CCc1ccc(O)cc1	5%
86	CCOC(=O)CNc1ncnc2c1nnn2C	-6%
87	CCc1ccccc1NC(=O)CSc1nc2c(c(=O)[nH]1)CN(Cc1ccccc1OC)CC2	0%
88	CCc1nnc2n1N(C(C)=O)C(c1ccc(C(C)(C)C)cc1)=C(C(C)=O)S2	-1%
89	C/C(=N\NC(=O)c1nnn(-c2nonc2N)c1CSc1ccc(C)cc1)c1cccnc1	0%
90	Cc1ccc(NC2CCCN(C(=O)c3nonc3C)C2)cc1C (stereo unspecified)	-3%

2 entries picked at random from the list so far:
entry	smiles	TbPYK inhibitor
60	COc1ccc(NC(=O)c2cc(-c3cc(C)cs3)[nH]n2)cc1OC	-1%
8	COc1ccc([C@H]2C[C@H](O)[C@@H](n3cc(C4CC4)nn3)CN2C(=O)c2cccs2)cc1	6%

More structures.
entry	smiles	TbPYK inhibitor
91	Cc1ccc(NC(=O)CSc2nnc3nc(C)cc(C)n23)cc1	0%
92	CCc1nc2ccc(C(=O)NCCCn3ccnc3)cn2c1N(C)CCCc1ccccc1	-1%
93	COC(=O)c1ccc(NC(=O)c2cnn(-c3ccc(Cl)cc3)c2C2CCN(C(=O)OC(C)(C)C)CC2)cc1	2%[15.4 µM]
94	Cc1ccc(NC(=O)Cn2cc(S(=O)(=O)Cc3ccc(F)cc3)c3ccccc32)cc1Cl	2%[15.4 µM]
95	O=C(Nc1ccc(Cl)cc1)c1cc(S(=O)(=O)N2CCCc3ccccc32)ccc1F	2%
96	CCn1c(=O)c2cc(C(=O)NCc3ccc(F)cc3Cl)sc2c2ccccc21	1%
97	CC(=O)N1CCOc2cc(S(=O)(=O)N(C)Cc3ccccc3)c(Cl)cc21	-11%
98	O=C(Nc1ccccn1)C1CCN(C(=O)c2ccc(Cl)cc2)CC1	12%
99	CCOC(=O)C1(C)CCCN(C(=O)c2ccccc2)C1 (stereo unspecified)	-6%
100	CCCc1cc(=O)[nH]c(Nc2cc(Cl)cc(Cl)c2)n1	3%
101	CC1CCN(S(=O)(=O)c2ccc3c(c2)C(Cl)(Cl)C(=O)N3)CC1	?
102	CCOC(=O)C1=CCC2C(=O)N(C3CCCCC3)C(=O)C12 (stereo unspecified)	1%
103	COc1ccc(C2CC(=O)N(CC(=O)Nc3ccc(C(F)(F)F)cc3)c3ccccc3S2)cc1 (stereo unspecified)	6%
104	COc1ccc2c(c1)Cc1cc(NC(=O)c3ccccc3-c3ccccc3C(=O)O)ccc1-2	2%
105	Cc1ccc(-n2c(/C=C/c3cc(Br)cs3)nc3ccccc3c2=O)cc1	-1%
106	Cc1c(CCNS(=O)(=O)c2ccccc2)sc2nc(-c3ccc(Cl)cc3)nn12	6%
107	CCc1nc2ccc(C(=O)N3CCCC(C(N)=O)C3)cn2c1N(CCC(C)C)CCN(C)C (stereo unspecified)	0%
108	COC(=O)C(C)Sc1nc2c([nH]c3ccccc32)c(=O)n1-c1ccc(OC)cc1 (stereo unspecified)	-6%
109	O=C(NCc1ccccc1Cl)C1CCN(S(=O)(=O)c2ccc3c(c2)CCCN3C(=O)C2CCC2)CC1	0%
110	CCOC(=O)[C@]12CCCC=C1N(Cc1ccc(Cl)cc1Cl)C(=O)[C@H](CC(=O)N1CCN(C(=O)C3CC3)CC1)C2	0%
